From PubChem BioAssay
CRFBP-R2 agonist – agonists of CRF-BP/CRF-R2 complex, primary screen, cell-based, HEK293, calcium dye fluorescence, uHTS; calcium dye fluorescence (FLIPR); percent of saturating CRF peptide response; activation, % at 13.2 µM; actives 0.46% (n = 350,000);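 active = activation of at least 50%, plus an integration ratio under a set limit after plate pattern correction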;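 also: plate controls were neutral control wells without compound for no effect and CRF at EC100 for full effect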
CHRM4 antagonist – human M4 muscarinic receptor antagonists, primary screen, CHO cells, Fluo-8 calcium fluorescence | Muscarinic acetylcholine receptor M4 (Homo sapiens), P08173 | CHO-hM4 cells, ACh EC80 | inhibition, % at 3 µM | actives 0.73% (n = 360,000);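 active = inhibition above its plate's cutoff, the mean inhibition of sample wells plus 3 SD, cut at about 27% in these data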;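 also: 0% = acetylcholine EC80 with DMSO and 100% = DMSO without agonist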
CRFBP-R2 block – antagonists of CRF-BP/CRF-R2 complex, primary screen, cell-based, HEK293, calcium dye fluorescence, uHTS; CRF-induced calcium fluorescence; inhibition, % at 11.8 µM; actives 0.59% (n = 350,000); AID 588475, 2011;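 active = inhibition of the ligand-induced calcium signal above about 50% at the single tested concentration, limit read from the data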
CHRM5 agonist – human M5 muscarinic receptor agonists, primary screen, CHO-K1 cells, Fluo-8 calcium fluorescence | actives 0.19% (n = 360,000) | AID 624037, 2012 | activation, % at 3 µM | CHO-K1 hM5 cells; 0% DMSO wells, 100% maximal acetylcholine response | Muscarinic acetylcholine receptor M5 (Homo sapiens), P08912;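 active = activation above the run's mean over test compounds plus 3 SD, cut at about 23% in these data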;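 also: signal is peak over basal fluorescence ratio across the kinetic read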
M5 antag – human M5 muscarinic receptor antagonists, primary screen, CHO cells, Fluo-8 calcium fluorescence; Muscarinic acetylcholine receptor M5 (Homo sapiens), P08912; CHO-hM5 cells, ACh EC80; inhibition, % at 3 µM; actives 0.59% (n = 360,000); AID 624040, 2012;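 active = inhibition above a per-plate cutoff, the mean of that plate's test compounds plus 3 SD, cut at about 27% in these data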;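 also: 0% = acetylcholine EC80 with DMSO and 100% = DMSO without agonist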
CHRM4 agonist – human M4 muscarinic receptor agonists, primary screen, CHO-K1 cells, Fluo-8 calcium fluorescence; Muscarinic acetylcholine receptor M4 (Homo sapiens), P08173; CHO-K1 hM4/Gqi5; vehicle 0%, full acetylcholine response 100%; activation, % at 3 µM; actives 0.14% (n = 360,000);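 active = activation above the run mean over all test wells plus 3 SD, cut at about 32% in these data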;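 also: peak over basal fluorescence ratio per well then scaled between controls; 0% = DMSO wells and 100% = acetylcholine at EC100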
M5 PAM – human M5 muscarinic receptor positive allosteric modulators, primary screen, CHO-K1 cells, Fluo-8 calcium fluorescence; Muscarinic acetylcholine receptor M5 (Homo sapiens), P08912; AID 624038, 2012; actives 0.3% (n = 360,000); activation, % at 3 µM; CHO-K1 hM5, ACh EC20 PAM; 0% = ACh EC20, 100% = ACh EC100;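 active = activation above the run cutoff, the mean activation of all test compounds plus 3 SD, cut at about 18% in these data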
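Assay system: CHO-K1 hM5 cells / Incubation: Fluo-8 loading 80 min at 37 °C plus 30 min room temperature / Technique: Fluo-8 calcium dye fluorescence, kinetic read / Repeats: single replicate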
IDE inh – human IDE inhibitors in live cells, primary screen, fluorescence polarization, HEK cells, FAbetaB substrate. FAbetaB cleavage. Insulin-degrading enzyme (Homo sapiens), P14735. AID 434962, 2010. actives 0.41% (n = 320,000). inhibition, % at 5.59 µM;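 active = percent inhibition above the average of all tested compounds plus 3 SD, set per screening campaign, cut at about 16% in these data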;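 also: IDE supplied by intact live HEK cells; FP after avidin binding of uncleaved biotin substrate so inhibition keeps polarization high; 0% = DMSO wells and 100% = 60 µM reference IDE inhibitor Ii1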
Target sequence (P14735 whole entry, looked up): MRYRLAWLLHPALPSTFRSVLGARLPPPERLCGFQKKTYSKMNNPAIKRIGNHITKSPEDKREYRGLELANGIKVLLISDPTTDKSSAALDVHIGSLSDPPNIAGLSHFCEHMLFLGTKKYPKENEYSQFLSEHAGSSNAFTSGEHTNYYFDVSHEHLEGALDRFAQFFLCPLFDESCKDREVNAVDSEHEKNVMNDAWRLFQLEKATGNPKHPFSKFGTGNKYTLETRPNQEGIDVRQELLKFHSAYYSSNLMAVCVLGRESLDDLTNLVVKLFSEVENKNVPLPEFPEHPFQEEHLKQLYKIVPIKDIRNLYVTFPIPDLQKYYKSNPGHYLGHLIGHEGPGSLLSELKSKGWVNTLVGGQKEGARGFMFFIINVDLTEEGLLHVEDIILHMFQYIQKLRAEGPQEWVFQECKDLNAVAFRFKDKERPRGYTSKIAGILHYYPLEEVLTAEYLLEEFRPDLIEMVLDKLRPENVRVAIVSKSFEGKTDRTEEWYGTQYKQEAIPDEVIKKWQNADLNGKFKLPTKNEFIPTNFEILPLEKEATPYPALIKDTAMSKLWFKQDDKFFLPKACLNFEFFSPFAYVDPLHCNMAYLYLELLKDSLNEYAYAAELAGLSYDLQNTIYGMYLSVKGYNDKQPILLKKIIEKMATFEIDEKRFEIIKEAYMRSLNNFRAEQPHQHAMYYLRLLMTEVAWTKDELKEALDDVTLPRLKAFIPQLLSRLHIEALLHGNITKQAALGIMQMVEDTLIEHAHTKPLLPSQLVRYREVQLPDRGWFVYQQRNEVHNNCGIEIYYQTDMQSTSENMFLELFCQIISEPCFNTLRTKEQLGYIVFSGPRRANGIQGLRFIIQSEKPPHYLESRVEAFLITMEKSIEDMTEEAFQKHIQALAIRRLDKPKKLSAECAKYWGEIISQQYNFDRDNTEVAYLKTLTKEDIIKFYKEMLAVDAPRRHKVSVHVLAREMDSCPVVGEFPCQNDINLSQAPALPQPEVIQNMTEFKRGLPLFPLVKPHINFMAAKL
CHRM4 PAM – human M4 muscarinic receptor positive allosteric modulators, primary screen, CHO-K1 cells, Fluo-8 calcium fluorescence; Muscarinic acetylcholine receptor M4 (Homo sapiens), P08173; CHO-K1 hM4/Gqi5, ACh EC20; 0% = ACh EC20, 100% = maximal ACh; activation, % at 3 µM; actives 0.4% (n = 360,000);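 active = activation above its plate's cutoff, the mean activation of sample wells plus 3 SD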; also: some results filed as inactive read as strong as hits
* = called active by the depositor; nt = no result given.

M5 antag,CHRM4 PAM,CHRM5 agonist,SMILES,IDE inh,M5 PAM,CHRM4 antagonist,CRFBP-R2 block,CRFBP-R2 agonist,CHRM4 agonist
8,-9,1,CN1CCc2c(n(CC(O)CN3C(=O)c4ccccc4S3(=O)=O)c3ccccc23)C1=O (stereo not given),nt,-8,4,41,-3.7,12
8,1,0,COC(=O)COc1ccc(S(=O)(=O)Nc2cc([N+](=O)[O-])ccc2C)cc1,-3,-1,-1,22,0.5,2
5,1,-2,O=C(N/N=C/c1cccc(Br)c1)C1CC(=O)N(c2ccccc2)C1 (stereo not given),-1,2,-5,-4,-1.2,1
-7,-2,0,COc1cccc(OCC(=O)NCCS(=O)(=O)N2CCN(c3ccccc3)CC2)c1,nt,-3,-10,-4,0.1,5
19,4,-3,Cc1cccc(C)c1NC(=O)C1CCCN1S(=O)(=O)c1ccccc1 (stereo not given),3,-1,-6,-4,0.3,2
2,1,-3,NNC(=O)c1ccc(Cn2cc(Cl)cn2)o1,-5,4,2,14,-1.1,2
14,0,0,O=C(COc1ccccc1Cl)Nc1ccc(S(=O)(=O)Nc2ccccn2)cc1,3,-6,-1,-11,0.7,6
-6,1,-2,CCOC(=O)C(C)Sc1ncc(-c2ccccc2)cn1 (stereo not given),-1,3,-6,6,1.7,0
0,-1,1,CCN(CC(=O)Nc1c(F)cccc1F)C(=O)c1ccc(OCc2c(C)noc2C)cc1,1,-3,6,2,-0.7,3
14,-1,2,O=C(COC(=O)c1ccc(O)cc1O)Nc1cc(-c2ccccc2)nn1-c1ccccc1,3,-15,4,-19,3.9,9
11,-9,-3,C[C@@]12C(=O)N(c3cccc(F)c3)C(=O)N1[C@@H]1c3ccccc3OC[C@@H]1[C@H]2c1ccccc1,-4,-18,8,8,3.4,4
3,-1,-3,COC(=O)c1sccc1NC(=O)c1c(Cl)cnn1C,-2,2,-1,11,-0.3,1
9,3,2,CCCCNC(=O)C1(C)CCCCN1C(=O)c1cccs1 (stereo not given),nt,4,-1,nt,nt,0
4,4,0,N#CC1=C(N)Oc2n[nH]c(-c3ccccc3)c2C1c1cccnc1 (stereo not given),-1,6,1,0,-0.3,1
24,-35,7,O=C(Nc1ccc(OC(F)(F)F)cc1)Nc1cccc([N+](=O)[O-])c1,7,-22,14,36,21,14
-4,4,1,COC(=O)c1ccc(CNC(=O)/C=C/[C@H]2O[C@@H](n3cc(C)c(=O)[nH]c3=O)C[C@@H]2O)cc1,nt,1,-12,nt,nt,1
7,2,-1,Cc1ncc([N+](=O)[O-])n1CCOC(=O)Nc1ccc(Cl)c(Cl)c1,2,-8,-10,-28,-2.9,8
-1,-2,0,N#Cc1ccccc1OCC(=O)N1CCc2ccccc2C1,3,3,-2,-9,-1.0,1
7,-3,-8,O=C(COC(=O)c1ccc2c(c1)OCO2)NCc1ccc(Cl)cc1,-2,-13,-6,-19,-2.5,3
2,2,-2,O=C(Nc1ccc2ccccc2c1)c1ccccc1Cl,nt,-4,-11,3,0.4,3
0,2,1,COc1ccc(-c2nn(C)c(=O)c3ccccc23)cc1CNS(C)(=O)=O,2,0,1,-17,-0.1,0
4,0,-7,CC(C)C(=O)Nc1nnc(S(=O)(=O)N(C)c2ccc(Cl)cc2)s1,nt,1,1,8,-0.1,1
9,-25,-4,O=C(CSc1ncnc2scc(-c3ccccc3)c12)N1CCN(Cc2ccc3c(c2)OCO3)CC1,5,-13,9,25,-1.0,0
3,5,-6,COC1=C(Nc2ccc(O)cc2)C(=O)c2ccccc2C1=O,-9,-4,1,31,-0.7,-3
2,-1,2,CC(NC(=O)CNC(=O)c1cccs1)c1cccc(C(F)(F)F)c1 (stereo not given),3,-12,4,3,-2.2,0
-2,3,2,Cc1ccc(SCCC(=O)N2CCOCC2)cc1,0,-3,-4,1,-1.7,2
4,-13,5,O=c1c2sc3nc(N4CCOCC4)c4c(c3c2ncn1-c1ccccc1)CCCC4,5,3,2,-13,2.6,3
0,-3,-3,CCCOc1ccc(C(=O)Nc2ccc(S(=O)(=O)Nc3cc(C)nc(C)n3)cc2)cc1,11,4,-12,5,-0.5,1
10,-6,-4,O=Cc1cc([N+](=O)[O-])ccc1N1CCN(Cc2ccc3c(c2)OCO3)CC1,6,-15,0,22,0.6,9
6,-3,-12,O=C1NC(c2ccccc2)(C(F)(F)F)C(=O)N1Cc1cccnc1 (stereo not given),-2,-20,5,25,-1.5,0

13 consecutive records out of the list so far:
M5 antag,CHRM4 PAM,CHRM5 agonist,SMILES,IDE inh,M5 PAM,CHRM4 antagonist,CRFBP-R2 block,CRFBP-R2 agonist,CHRM4 agonist
-1,-2,0,N#Cc1ccccc1OCC(=O)N1CCc2ccccc2C1,3,3,-2,-9,-1.0,1
7,-3,-8,O=C(COC(=O)c1ccc2c(c1)OCO2)NCc1ccc(Cl)cc1,-2,-13,-6,-19,-2.5,3
2,2,-2,O=C(Nc1ccc2ccccc2c1)c1ccccc1Cl,nt,-4,-11,3,0.4,3
0,2,1,COc1ccc(-c2nn(C)c(=O)c3ccccc23)cc1CNS(C)(=O)=O,2,0,1,-17,-0.1,0
4,0,-7,CC(C)C(=O)Nc1nnc(S(=O)(=O)N(C)c2ccc(Cl)cc2)s1,nt,1,1,8,-0.1,1
9,-25,-4,O=C(CSc1ncnc2scc(-c3ccccc3)c12)N1CCN(Cc2ccc3c(c2)OCO3)CC1,5,-13,9,25,-1.0,0
3,5,-6,COC1=C(Nc2ccc(O)cc2)C(=O)c2ccccc2C1=O,-9,-4,1,31,-0.7,-3
2,-1,2,CC(NC(=O)CNC(=O)c1cccs1)c1cccc(C(F)(F)F)c1 (stereo not given),3,-12,4,3,-2.2,0
-2,3,2,Cc1ccc(SCCC(=O)N2CCOCC2)cc1,0,-3,-4,1,-1.7,2
4,-13,5,O=c1c2sc3nc(N4CCOCC4)c4c(c3c2ncn1-c1ccccc1)CCCC4,5,3,2,-13,2.6,3
0,-3,-3,CCCOc1ccc(C(=O)Nc2ccc(S(=O)(=O)Nc3cc(C)nc(C)n3)cc2)cc1,11,4,-12,5,-0.5,1
10,-6,-4,O=Cc1cc([N+](=O)[O-])ccc1N1CCN(Cc2ccc3c(c2)OCO3)CC1,6,-15,0,22,0.6,9
6,-3,-12,O=C1NC(c2ccccc2)(C(F)(F)F)C(=O)N1Cc1cccnc1 (stereo not given),-2,-20,5,25,-1.5,0

Pulled by structure from the entries so far:
M5 antag,CHRM4 PAM,CHRM5 agonist,SMILES,IDE inh,M5 PAM,CHRM4 antagonist,CRFBP-R2 block,CRFBP-R2 agonist,CHRM4 agonist
2,1,-3,NNC(=O)c1ccc(Cn2cc(Cl)cn2)o1,-5,4,2,14,-1.1,2
10,-6,-4,O=Cc1cc([N+](=O)[O-])ccc1N1CCN(Cc2ccc3c(c2)OCO3)CC1,6,-15,0,22,0.6,9

Additional results.
M5 antag,CHRM4 PAM,CHRM5 agonist,SMILES,IDE inh,M5 PAM,CHRM4 antagonist,CRFBP-R2 block,CRFBP-R2 agonist,CHRM4 agonist
1,-5,-2,Cc1ccc2cccc(OC(=O)/C=C\c3ccccc3)c2n1,-1,3,5,9,-3.8,2
3,1,0,COc1ccccc1NS(=O)(=O)c1cccc(C(=O)N/N=C/c2ccc([N+](=O)[O-])o2)c1,nt,-3,-16,11,3.3,1
0,-3,4,CCOC(=O)N1CCC(NS(=O)(=O)c2ccc(C)c(Cl)c2)CC1,6,-2,-4,4,-0.1,5
9,-5,2,CN1CCN(C(=O)c2ccc(NS(=O)(=O)c3cccc([N+](=O)[O-])c3)cc2)CC1,nt,-3,-5,-2,1.7,0
21,0,-2,CCOC(=O)c1c(NC(=O)CSc2ncn[nH]2)sc(C(C)=O)c1C,3,-9,6,-4,-1.1,0
5,13,3,O=C(NCc1ccccc1)NC1CCCCC1,4,-4,-4,10,-0.7,1
10,0,0,O=C(O)CC(C(=O)Nc1ccc(Cl)cc1)N1CCCCCC1 (stereo not given),0,-4,5,8,1.7,0
10,-1,2,CN(C)C(=O)C[n+]1ccc(C(N)=O)cc1,4,-15,3,4,1.5,0
-4,-2,2,CCOC(=O)N1CCN(Cc2nc3c(c(=O)n(C)c(=O)n3C)n2Cc2cccc(C)c2)CC1,-4,3,3,-2,-1.0,0
-4,15,-1,CCOc1ccc(NC(=O)COc2nsnc2N2CCCCC2)cc1,1,-4,-13,-26,-1.6,1
9,-1,-11,O=[N+]([O-])c1cccc(/C=N\N2CCN(Cc3ccccc3Cl)CC2)c1,2,-8,6,0,2.2,0
8,8,-3,Cc1ccc(/C=C/C(=O)O)cc1S(=O)(=O)N1CCc2ccccc21,3,0,6,7,-0.8,0
-2,-4,1,Cc1ccc(NC(=O)CCC(=O)N/N=C/c2coc3ccc(F)cc3c2=O)cc1,2,6,3,14,1.6,0
13,1,2,O=c1[nH]cc(S(=O)(=O)c2ccccc2)[nH]1,3,-4,3,22,-4.3,1
3,-3,2,COCCN1C(=O)c2cc(C(=O)Nc3cccc(F)c3)ccc2C1Nc1cccc(F)c1 (stereo not given),-1,-8,1,-24,0.2,5
6,-5,-5,CCOC(=O)CSc1nnc(CCCCCN2C(=O)c3cccc4cccc(c34)C2=O)o1,0,0,1,-6,-1.2,2
-3,-6,3,C=C(C)CNC(=S)NNC(=O)c1ccco1,2,4,6,26,0.6,1
5,5,-4,COc1cc2ncnc(Nc3ccc4c(c3)OCO4)c2cc1OC,-4,-4,-1,15,-4.5,-2
-4,8,-2,COc1cccc(C2c3c(oc4ccccc4c3=O)C(=O)N2CCCN2CCOCC2)c1 (stereo not given),0,0,-22,14,0.4,2
-9,3,-3,O=C(CSc1nnc(CNC(=O)c2cccs2)o1)NCCc1ccccc1,5,2,4,8,0.3,3
20,-6,-3,C/C(=N\Nc1ncc(Br)cn1)c1cccc([N+](=O)[O-])c1,5,-12,17,-1,1.1,0
0,12,6,COCC(=O)Nc1nnc(-c2ccc(C(C)(C)C)cc2)s1,7,6,3,-32,38,7
0,1,-1,COC(=O)C(CC(C(=O)OC)C(=O)OC)C(=O)OC,4,-4,4,6,-1.2,1
0,3,2,CCCCNC(=O)C1(C)CCCCN1C(=O)c1ccc2ccccc2n1 (stereo not given),nt,-1,-10,nt,nt,1
8,-7,-2,CCOC(=O)c1c(C)[nH]c(C(=O)OCC(=O)N(CC(C)C)c2c(N)n(Cc3ccccc3)c(=O)[nH]c2=O)c1C,2,-3,3,-6,6.4,1
0,-4,6,O=C(c1ccc(F)cc1)C1CCN(C(=O)c2ccccc2F)CC1,4,-6,3,0,-0.8,3
-1,3,2,CC(=O)N1CCCc2cc(S(=O)(=O)Nc3ccc(C)cc3C)ccc21,2,-4,2,-7,-3.4,3

This is a random part of the collection. About 2.9% of those tested had a hit in this group.
